KLF5 inhibitor: inhibitors of KLF5 expression. DLD-1 KLF5 promoter-luciferase reporter, luminescence. 0.23% of 290,000 active. inhibition, % at 5 µM;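 active = inhibition above a per-plate limit of that plate's mean compound inhibition plus 3 SD, cut at about 60% in these data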;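 note: 0% = DMSO wells and 100% = LY294002 at 200 µM; higher means less KLF5 promoter-driven luciferase light; inactives centre near -14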
HIF activator: HIF pathway transcriptional activation. 0.32% of 300,000 active. U2OS HRE-luciferase reporter, luminescence; normalized: DMSO 0%, desferrioxamine 100%. activation, % at 7.5 µM (by protocol). AID 1910;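 active = mean activation of at least 10% of the iron chelator positive control signal, with at least half of replicates also reaching 10%; inconclusive = mean and replicate majority disagree about reaching 10%; inactive = mean and most replicates under 10%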
HSF1 inh: HSF1 inhibition; AID 2098; NIH3T3-HGL HSE-luciferase, MG132-induced, luminescence 8 h; active compounds read low; 0.77% of 300,000 active; activity change, negative = inhibition, % at 7.5 µM (by protocol);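 active = more than half of replicate wells show activity change below -50%, luminescence cut by over half; inconclusive = some wells, but at most half, below -50%; inactive = no replicate well below -50%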;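 note: luciferase reports HSF-1 transcriptional activity via heat shock element; 0% = median of DMSO wells and -100% = zero luminescence signal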
aSyn UTR inh: 5' untranslated region of α-synuclein, MLPCN primary screen; alpha-synuclein 5'UTR reporter, inhibitor activity; inhibition, % (tested at 7.5 µM); 0.82% of 300,000 active; AID 1813; in the data active = inhibition above about 60%; inconclusive = no clear call, values can overlap the other calls;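 note: H4 neuroglioblastoma cells stably carrying SNCA 5'UTR luciferase fusion; 0% = DMSO wells and 100% = positive control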
AI-2 QS modul: modulates the Vibrio harveyi AI-2 quorum sensing system | activity change, % at 7.5 µM | 0.4% of 300,000 active | AID 2094 | Vibrio harveyi JMH597 AI-2 luminescence/OD600 ratio, 9 h; active compounds read low; strain lacks LuxN and CqsS sensors; 0 = neutral-control median; in the data active = activity change below about -75%, passing the limit was not always enough; inconclusive = no clear call, values can overlap the other calls;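 note: luminescence divided by OD600 gain over 9 h not by final OD600 alone; inactives centre near 13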
HDAC3 inh: human HDAC3 inhibition. inhibition, % at 8.3 µM. recombinant HDAC3, fluorogenic peptide/trypsin coupled, fluorescence. O15379. 0.15% of 320,000 active; in the data active = inhibition above about 26%, passing the limit was not always enough; inconclusive = no clear call, values can overlap the other calls
Target sequence (O15379 whole entry, looked up): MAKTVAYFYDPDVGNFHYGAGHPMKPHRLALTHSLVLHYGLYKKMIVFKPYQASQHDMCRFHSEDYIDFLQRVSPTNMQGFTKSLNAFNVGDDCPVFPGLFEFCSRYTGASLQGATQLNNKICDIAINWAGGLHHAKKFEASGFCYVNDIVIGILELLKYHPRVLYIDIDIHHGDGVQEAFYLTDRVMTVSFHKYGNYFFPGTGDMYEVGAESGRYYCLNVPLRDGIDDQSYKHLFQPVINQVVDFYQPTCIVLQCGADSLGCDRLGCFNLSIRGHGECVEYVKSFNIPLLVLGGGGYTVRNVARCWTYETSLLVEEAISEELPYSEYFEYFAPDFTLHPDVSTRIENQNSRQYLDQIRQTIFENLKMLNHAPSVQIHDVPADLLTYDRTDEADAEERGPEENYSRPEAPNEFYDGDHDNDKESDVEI
HSP90 refold inh: HSP90 refolding inhibition in rabbit reticulocyte lysate; luciferase refolding luminescence, 3 h; inhibition, % at 5.6 µM; 0.91% of 290,000 active;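 active = inhibition above the screen-wide mean plus 3 SD, computed separately per campaign, cut at about 16% in these data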;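 note: 0% = DMSO wells and 100% = 60 µM geldanamycin wells; inhibitors lower the luminescence because luciferase stays unfolded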
IEC-6 tox: counter-screen for KLF5 inhibitors: cytotoxicity in IEC-6 cells; AID 1825; 0.78% of 290,000 active; inhibition, % at 5 µM; IEC-6 cytotoxicity, luminescence viability; in the data active = inhibition above about 22%;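 note: 0% = plate median of test compound wells and 100% = cytotoxic reference compound wells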
Platelet DG rel: modulates dense granule release in human platelets; 0.22% of 300,000 active; inhibition, %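 (compounds screened at 7.5 µM in platelet-rich plasma)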; human platelet-rich plasma, SFLLRN dense granule ATP release, luminescence; AID 1663;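 active = mean replicate score, as percent of positive control, at or above 50; inconclusive = mean below 50 but at least one replicate at or above 50; inactive = mean and every replicate below 50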
HSF1 activator: increases HSF-1 driven luciferase reporter signal | NIH3T3-HGL HSF-1 luciferase reporter, MG132, 8 h; 100% = twice DMSO control signal | activation, % at 9 µM | 1.7% of 300,000 active;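 active = mean replicate activation of at least 50% with a set share of replicates each reaching 50%; inconclusive = only one of those two conditions met; inactive = mean below 50% and too few replicates reaching it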;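 note: 0% = median of the neutral control wells and 100% = twice that signal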
Starred values were filed as active, the others as inactive; ? = inconclusive; / = not tested or not shown.

Molecule	KLF5 inhibitor	HIF activator	HSF1 inh	aSyn UTR inh	AI-2 QS modul	HDAC3 inh	HSP90 refold inh	IEC-6 tox	Platelet DG rel	HSF1 activator
O=C(COC(=O)CNS(=O)(=O)c1ccc2ccccc2c1)Nc1ccc2c(c1)OCO2	-19	-8.6	-6	11	20	2	-1	-4	29	2
Nc1nnc(SCc2cc3c(cc2Cl)OCO3)s1	17	0.1	3	2	8	2	2	3	3	6
COC(CC(=O)NNC(=S)Nc1ccccc1)OC	-1	-0.2	-4	-3	9	-2	-5	-1	6	5
COc1ccc(OC)c(NC(=O)CS(=O)(=O)Cc2ccccc2)c1	-30	0.4	-61*	11	15	/	1	2	-2	-71
Cc1ccc2nc(NC(=O)CN3C(=O)NC4(CCCCC4)C3=O)sc2c1	/	1.7	17	-82	22	-1	/	/	-2	2
CCN(C#N)c1nc(NC(C)C)nc(NC(C)(C)C)n1	-48	0.0	-1	27	27	5	-4	-6	4	10
CC(=O)NNc1cc(C)nc(N)n1	-11	-0.8	-4	15	12	1	5	2	10	-4
Cc1noc(C)c1C(=O)NCc1cccs1	-15	0.1	-4	-5	3	3	4	-1	-2	3
O=C(CCC(=O)Nc1ccc(Oc2ccccc2)cc1)NCCO	-5	-0.7	-4	14	3	-3	0	-4	-15	9
CN(C)CCSc1nnc(-c2ccccc2)o1	-37	4.5	1	-71	6	-13	-3	1	3	34
CCOC(=O)CCCNC(=O)CN1C(=O)NC(CCc2ccccc2)C1=O (stereo not drawn)	11	0.1	-9	0	17	-1	-3	-4	2	-15
CC(=O)Oc1ccc(C(=O)Nn2cnnc2)cc1	-14	-5.9	-31	9	3	-5	2	-6	2	-44
O=C(NCCO)c1ccc2nc(-c3ccco3)c(-c3ccco3)nc2c1	-14	0.4	-4	-12	32	0	2	-14	-7	-17
O=C(NC1CC1)c1cccc(Nc2ccc(-c3ccc4c(c3)OCCO4)nn2)c1	-21	2.0	14	-145	43	-2	-3	4	-4	13
COc1cc2c(cc1OC)CN(C(=S)Nc1ccc(Cl)cc1)CC2	-12	0.5	0	-3	-5	-1	-4	-2	-4	12
C=CCOC(=O)C1=C(C)NC(=O)NC1c1ccc(N(C)C)cc1 (stereo not drawn)	-18	1.0	14	-8	23	-10	1	0	-1	46
CC(=O)NC(CC(=O)N(C)Cc1c(F)cccc1Cl)c1ccccc1 (stereo not drawn)	22	-0.8	-2	-11	3	-8	0	0	1	5
CCCn1c(SCC(=O)NC2CCCc3ccccc32)n[nH]c1=O (stereo not drawn)	-7	-1.1	-3	-3	-1	0	-2	1	-7	-1
Cn1ncc(Cl)c1C(=O)Nc1ccc2c(c1)OCO2	-4	1.1	-5	-34	20	0	-2	3	2	-6
Cn1c(=O)[nH]c(=O)c2c1nc(NCCCn1ccnc1)n2Cc1cccc(Br)c1	-15	0.1	-1	-2	15	2	-2	-3	-7	4
O=C(NCC(O)c1ccc([N+](=O)[O-])cc1)Nc1ccccc1 (stereo not drawn)	-12	-24	3	-2	7	4	0	4	-8	14
O=C(NCCc1ccccc1)c1ccccc1NC(=O)C1CCCO1 (stereo not drawn)	-70	-0.4	2	56	3	8	14	6	-1	2
CC(C)(C)N(CC#CCC(O)(c1ccccc1)c1ccccc1)CCO	-10	-0.2	1	12	13	-1	3	-2	-5	-3
Cn1c(-c2ccccc2)cnc1SCC(=O)N1CCCCC1	-24	-3.2	16	83*	26	6	33*	-3	-3	?
COc1ccc(C(=O)NCC(=O)NC2=NCCS2)cc1	-39	0.0	3	-6	16	-1	-2	4	-1	-15
COc1ccc(-c2csc(Nc3ccccc3)n2)cc1	-216	4.2	0	-150	4	2	4	-1	6	21
O=C(NCCc1ccccn1)C1CC(=O)N(Cc2ccccc2Cl)C1 (stereo not drawn)	-16	-0.6	-1	16	25	3	0	5	-1	-5
COc1ccc(NC(=O)CSc2ccc(-c3ccco3)nn2)c(OC)c1	-26	0.3	9	7	1	6	2	-7	-12	0
O=C(c1cc2c(ccc3ccccc32)oc1=O)N1CCN(CCO)CC1	-4	-0.3	-2	-11	32	-55	1	4	1	11
COc1ccc([N+](=O)[O-])cc1NCc1ccco1	-22	-0.1	-2	1	15	3	2	8	2	3
CCN(CC)C(=O)c1sc(NC(=O)c2cccc([N+](=O)[O-])c2)c(C#N)c1C	-4	0.8	3	-30	7	4	4	0	16	-1
O=C(COc1ccc(Cl)cc1)NNC(=O)C(=O)N1CCCCC1	-8	-0.3	0	0	12	-1	2	4	10	4
Cn1c(CBr)c(C(=O)c2ccc([N+](=O)[O-])cc2)c(=O)n(C)c1=O	-5	-0.3	-7	13	/	4	0	-6	-12	6
COc1ccc(N(CC(=O)N2CCOCC2)S(C)(=O)=O)cc1	-21	-0.4	-2	-10	13	-5	1	8	12	-2
O=C(Cn1cnc2c(oc3nc4c(cc32)CCCC4)c1=O)Nc1ccccc1	-15	-0.3	11	-9	6	6	4	8	3	28
CN(c1ccc(C(=O)NCc2ccccn2)cc1)S(=O)(=O)c1ccc(Cl)cc1	-8	-0.4	-2	-5	-5	3	4	-4	-8	-10
Cc1ccc(CNS(=O)(=O)c2cccc3nsnc23)cc1	12	-0.4	2	-5	-8	-1	1	5	8	13
Cc1ccc(Nc2nc(C(=O)NCCCN3CCOCC3)cs2)cc1	-21	0.1	-12	17	9	3	1	2	-1	-9
CCNc1nc(C)cc(COC)c1C#N	-34	-0.5	-5	18	6	1	-1	-1	0	-18
CCOc1ccc(NC(=O)CSc2nc3c(c(=O)n2-c2ccccc2OC)SCC3)cc1	/	0.2	13	11	37	3	/	/	-4	4
CCC1(C)Cc2c(c(=O)n(-c3ccccc3)c3ncnc(N)c23)CO1 (stereo not drawn)	-12	-0.1	1	23	4	-4	-5	4	-3	11
O=[N+]([O-])c1cc(/C=N/Nc2nc(N3CCCCC3)nc(N3CCCCC3)n2)ccc1O	-24	0.2	-8	12	13	9	3	-6	-15	-21
CCc1nn(C(CC)C(=O)NCC(C)c2ccccc2)c(=O)c2cc3occc3n12 (stereo not drawn)	13	-23	7	20	16	/	-2	2	-5	29
COc1ccc(OC)c(C(=O)COC(=O)c2cccnc2Cl)c1	-5	-0.7	-2	-2	-8	/	3	5	3	1
CC1(C)CC(=O)C=C(c2cccs2)C1	/	-0.3	-8	14	-6	-2	/	/	0	-19
O=C(O)Cc1ccc(NS(=O)(=O)c2ccccc2Br)cc1	9	0.5	0	-15	5	8	7	5	3	5
Cc1cc(C)n(C(=O)CNC(=O)c2ccc3c(c2)OCCO3)n1	-25	0.4	-4	-9	29	1	-2	5	-1	4
COc1ccc(C(=S)N2CCCC2)cc1Br	1	-0.4	-2	2	19	4	-5	-1	-20	7
CCn1c(=NC(=O)CSC(C)=O)sc2ccccc21	-10	-0.3	0	-12	5	5	3	-4	3	10
CNC(=S)N1CCC(n2cnc3ccccc32)CC1	-23	-0.1	0	-10	16	-9	-1	3	-9	16

(listing goes on)
Molecule	KLF5 inhibitor	HIF activator	HSF1 inh	aSyn UTR inh	AI-2 QS modul	HDAC3 inh	HSP90 refold inh	IEC-6 tox	Platelet DG rel	HSF1 activator
COc1cc(OC)cc(C(=O)N2CCN(C(=O)c3cccs3)CC2)c1	-7	1.6	-1	-1	19	-1	4	-6	-5	-1
O=C(CCNC(=O)C1CCN(S(=O)(=O)c2ccccc2)CC1)NCc1ccccn1	-13	-0.5	-3	9	-13	3	-2	-2	6	0
CC(C)c1ccccc1N1CC(C(=O)O)CC1=O (stereo not drawn)	-20	-0.4	0	1	12	2	0	3	-2	0
Cc1ccc(S(=O)(=O)N(C)C)cc1NC(=O)COC(=O)CCC1CCCC1	/	0.2	-2	-7	43	-1	/	/	8	-9
O=C(Nc1ccc(S(=O)(=O)O)cc1)c1ccc2c(c1)S(=O)(=O)c1ccccc1C2=O	/	0.2	-8	2	-12	-7	/	/	-1	-15
CCOc1cccc(CN2CCCC(C(=O)Nc3cccc(-n4cccn4)c3)C2)c1 (stereo not drawn)	-36	1.7	-1	11	18	7	-1	-2	3	0
O=c1oc(-c2ccccc2F)nc2c1cnn2-c1ccccc1	0	-0.1	9	-13	13	5	4	4	-11	48
C=CCNC(=S)N/N=C/c1cn(C)c2ccccc12	-35	0.6	11	-12	22	1	2	7	-31	29
O=C(Oc1ccc2c(c1)OCO2)c1cccs1	-29	0.2	7	7	21	-2	-2	0	-1	-3
NC(=O)CC(NC(=O)Cc1ccc(Br)cc1)c1ccc(N2CCN(c3ccccn3)CC2)c([N+](=O)[O-])c1 (stereo not drawn)	-6	1.3	3	23	3	5	-2	0	12	-2
O=C(COC(=O)C1(c2cccc(F)c2)CCCC1)NCc1cccs1	-14	-1.5	3	17	18	1	2	1	-3	2
Cc1ccc(S(=O)(=O)CCC(=O)OCC(=O)NCC(=O)Nc2cccc(C)c2C)cc1	-13	-0.3	-3	1	16	4	1	8	?	-3

Screens: PubChem BioAssay, several laboratories
